IDE act: IDE (human) activation, cell-based. HEK cells, FAbeta-B cleavage, fluorescence polarization; 0% vehicle, 100% cell-free pure enzyme wells. activation, % at 5.96 µM. hit rate 0.073% among 340,000;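 active means activation above the mean of all tested compounds plus 3 SD, set per screening campaign, cut at about 17% in these data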
Target sequence (P14735 whole entry, looked up): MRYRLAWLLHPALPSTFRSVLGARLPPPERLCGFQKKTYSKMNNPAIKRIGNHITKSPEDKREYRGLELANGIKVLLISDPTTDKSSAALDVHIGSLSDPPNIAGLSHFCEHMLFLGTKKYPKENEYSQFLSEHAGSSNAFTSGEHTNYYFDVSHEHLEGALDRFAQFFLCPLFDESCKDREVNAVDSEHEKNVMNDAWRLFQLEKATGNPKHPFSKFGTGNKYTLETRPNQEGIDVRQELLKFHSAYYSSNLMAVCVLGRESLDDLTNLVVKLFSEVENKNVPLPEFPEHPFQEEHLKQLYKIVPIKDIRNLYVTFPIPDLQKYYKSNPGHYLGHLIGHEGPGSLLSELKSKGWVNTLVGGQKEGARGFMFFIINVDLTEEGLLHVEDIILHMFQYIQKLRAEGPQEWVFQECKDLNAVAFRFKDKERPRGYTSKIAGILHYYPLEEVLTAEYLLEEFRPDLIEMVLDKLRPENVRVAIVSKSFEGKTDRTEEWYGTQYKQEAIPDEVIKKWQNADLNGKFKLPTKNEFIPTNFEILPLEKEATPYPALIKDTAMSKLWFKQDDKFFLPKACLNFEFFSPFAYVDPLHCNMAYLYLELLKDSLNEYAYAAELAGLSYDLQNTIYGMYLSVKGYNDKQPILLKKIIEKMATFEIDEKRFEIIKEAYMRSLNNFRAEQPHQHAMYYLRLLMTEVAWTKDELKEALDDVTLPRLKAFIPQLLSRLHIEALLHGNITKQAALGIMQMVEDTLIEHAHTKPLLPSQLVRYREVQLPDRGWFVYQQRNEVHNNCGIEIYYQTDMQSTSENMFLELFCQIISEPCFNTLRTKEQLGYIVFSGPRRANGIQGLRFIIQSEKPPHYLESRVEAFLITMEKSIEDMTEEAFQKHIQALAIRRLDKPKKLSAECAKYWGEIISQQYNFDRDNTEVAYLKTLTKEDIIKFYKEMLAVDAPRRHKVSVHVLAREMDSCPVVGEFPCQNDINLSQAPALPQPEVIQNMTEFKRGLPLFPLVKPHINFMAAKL
An asterisk follows results filed as active. Not all compounds are listed; count on the stated rates, not on these rows.

IDE act,mol
7,CCN(CC(=O)Nc1ccccc1C(F)(F)F)C(=O)COc1cccc2c1OC(C)(C)C2
3,C[C@]12c3[nH]c4ccccc4c3CCN1C(=O)C(CC(=O)NCC13CC4CC(CC(C4)C1)C3)C[C@@H]2C(=O)N1CCCCC1 (some centres not stated)
4,Cc1ccc(NC(=O)CN(C)C(=O)c2cc(S(=O)(=O)N(C)C)ccc2N2CCCC2)cc1
7,C[C@H](NC(=O)c1nc[nH]c1C(=O)N(C)Cc1ccccc1)c1ccccc1
0,O=C(CCNS(=O)(=O)c1ccccc1F)N1CCN(C/C=C/c2ccccc2)CC1
7,CC12CCC3C(CCC4CC(O)CCC43C)C1CC(O)C2 (configuration not stated)
5,CCN1C(=O)[C@@H]2[C@@H](c3ccc(-c4ccc(Cl)c(Cl)c4)cc3)N3CCCC[C@@]3(C(=O)OC)[C@@H]2C1=O
3,COc1cccc(-n2cnnc2SCC(=O)NC2CC2)c1
-6,COc1ccccc1OCCNC(=O)C1CC(=O)N(Cc2ccccc2)C1 (configuration not stated)
3,CCCCNc1c(-c2ccc(OC)c(Sc3ccc(OC)cc3)c2)nc2ccccn12
9,c1ccc(/N=C2\N=C(Nc3ccccn3)c3ccccc32)nc1
8,Cc1ccccc1[C@@H](NC(=O)OC(C)(C)C)C(=O)OC(C)(C)C
-13,Cn1nnnc1SCC(=O)N1N=C(c2cccs2)CC1c1cccs1 (configuration not stated)
-3,O=C(CN1C(=O)NC2(CCc3ccccc32)C1=O)NCC(=O)Nc1ccc(F)cc1 (configuration not stated)
-2,O=C(Nc1cccc(S(=O)(=O)N2CCCCC2)c1)c1cc(=O)[nH]c2ccccc12
-3,Cc1ccc(C(=O)Nc2nc(-c3ccccn3)cs2)s1

Brought forward from above: 2 entries, then new ones.
IDE act,mol
-2,O=C(Nc1cccc(S(=O)(=O)N2CCCCC2)c1)c1cc(=O)[nH]c2ccccc12
-3,Cc1ccc(C(=O)Nc2nc(-c3ccccn3)cs2)s1
-5,CCCCc1nnc(NC(=O)c2ccccc2OCc2c(C)noc2C)s1
-4,COc1cc(OC)cc(C(=O)N2CCN(c3ccc(N4CCOCC4)nn3)CC2)c1
-1,COc1cc(OC)c2c(-c3cccc(-c4ccc(C(C)=O)cc4)c3)cc(=O)oc2c1
0,COc1cc(OC)cc(-c2c(-c3cccs3)c3cc(-c4ccc(C(N)=O)cc4)ccc3n2C)c1
6,CC(NC(=O)CN1C(=O)NC2(CCCCC2C)C1=O)c1ccccc1 (configuration not stated)
3,Cc1ccc(OCC(=O)Nc2ccc3c(c2)ncn3C)cc1
1,CCN1C(=O)[C@@H]2[C@@H](c3ccc(-c4cc(C(C)=O)cs4)cc3)N3CCC[C@@]3(C(=O)OC)[C@@H]2C1=O
2,CC(C)[C@H](NC(=O)OCc1ccccc1)C(=O)OCC(=O)N1CCN(c2ccccc2)CC1

The list goes on; the last six above are carried over.
IDE act,mol
-1,COc1cc(OC)c2c(-c3cccc(-c4ccc(C(C)=O)cc4)c3)cc(=O)oc2c1
0,COc1cc(OC)cc(-c2c(-c3cccs3)c3cc(-c4ccc(C(N)=O)cc4)ccc3n2C)c1
6,CC(NC(=O)CN1C(=O)NC2(CCCCC2C)C1=O)c1ccccc1 (configuration not stated)
3,Cc1ccc(OCC(=O)Nc2ccc3c(c2)ncn3C)cc1
1,CCN1C(=O)[C@@H]2[C@@H](c3ccc(-c4cc(C(C)=O)cs4)cc3)N3CCC[C@@]3(C(=O)OC)[C@@H]2C1=O
2,CC(C)[C@H](NC(=O)OCc1ccccc1)C(=O)OCC(=O)N1CCN(c2ccccc2)CC1
-4,CC(C)=CCC[C@](C)(O[C@@H]1O[C@H](CO[C@@H]2OC[C@@H](O)[C@H](O)[C@H]2O)[C@@H](O)[C@H](O)[C@H]1O)C1CC[C@]2(C)C1[C@H](O)CC1[C@@]3(C)CC[C@H](O[C@@H]4O[C@H](CO)[C@@H](O)[C@H](O)[C@H]4O)C(C)(C)C3CC[C@]12C (some centres not stated)
3,Cn1c(=O)c2[nH]c(CCNC(=O)c3ccccc3)nc2n(C)c1=O
1,COc1ccc([C@@H]2CC=C(C(=O)O)[C@H](c3ccc(F)cc3)N2S(=O)(=O)c2ccc(Cl)cc2)cc1
4,CCCCc1nnc(NC(=O)CCS(=O)(=O)c2ccc(Cl)cc2)s1
-1,O=C(OCCc1cc2ccccc2c(=O)o1)c1ccc(F)cc1
-3,COc1ccccc1CNC(=O)Cn1nc(C)c([N+](=O)[O-])c1C
-1,O=C(O)c1cc(S(=O)(=O)Nc2ccc3cn[nH]c3c2)ccc1O
2,CCN1C(=O)[C@@H]2[C@@H](c3ccc(-c4ccc(C(C)=O)cc4)c(OC)c3)N3CCC[C@@]3(C(=O)OC)[C@@H]2C1=O
4,CCOc1ccc(NC(=O)COC(=O)CC2CCCCC2)cc1
7,O=C1CN(C(=O)COC(=O)c2cccc(Br)c2)c2ccccc2N1
5,O=C(NCc1ccccc1)c1ccc(NS(=O)(=O)c2cccs2)cc1
0,COc1ccc(Cl)cc1C(=O)NNC(=O)CSc1nncn1C
4,CCOC(=O)C1=C(C)c2ccccc2OC1C(=O)OCC (configuration not stated)
-3,COc1ccc(NS(=O)(=O)c2ccc(C)c(C(=O)NCC(c3cccs3)N3CCOCC3)c2)cc1 (configuration not stated)
-5,CCN(CC(=O)Nc1ccccc1C(F)(F)F)C(=O)c1ccc2c(=O)n3c(nc2c1)CCC3
2,CN(C)c1cccc(C(=O)NNC(=O)/C=C/c2cccs2)c1
3,COc1cc(OC)cc(C(=O)N[C@H](C(=O)NC2=NCCS2)C(C)C)c1
-2,CC1CCCC(NC(=O)CCNC(=O)c2ccc(Br)cc2)C1C (configuration not stated)
2,CCN(CC)CCCn1c2c(c(SCC(=O)Nc3ccccc3Cl)nc1=O)CCC2
3,N#CC1(NC(=O)COC(=O)c2nc(Cl)ccc2Cl)CCCCC1
7,Cn1c(=O)[nH]c2nc[nH]c2c1=O
4,Nc1cc2c(cc1Br)-c1ccccc1C2=NO
0,O=C(/C=C/c1cccc(F)c1)Nc1cc(S(=O)(=O)N2CCOCC2)ccc1Cl
0,CC(C)(C)OC(=O)N1CCCC(C(=O)Nc2cccc(C(=O)N3CCCC3)c2)C1 (configuration not stated)
1,Cc1ccc(S(=O)(=O)N2CCN(C(=O)COC(=O)C3CCC3)CC2)cc1
1,COc1ccc(S(=O)(=O)N2CCc3ccccc32)cc1C(=O)N1CCN(C=O)CC1
6,CCOC(=O)c1ccc(S(=O)(=O)n2c(=O)oc3ccccc32)cc1
2,CCC1Nc2ncnc(N3CCOCC3)c2N(Cc2ccccc2)C1=O (configuration not stated)
2,O=C(OC1CCOC1=O)c1ccccc1C(=O)c1ccc(Cl)c([N+](=O)[O-])c1 (configuration not stated)
7,CCCCn1c(N)c(N(CCC(C)C)C(=O)c2ccc3ccccc3c2)c(=O)[nH]c1=O
4,O=C(NCC(=O)N1CCN(S(=O)(=O)c2cccc(F)c2)CC1)c1ccc(Br)o1
2,CC(NC(C(=O)c1ccccc1)c1ccccc1)c1ccccc1 (configuration not stated)
-4,CN(CC(=O)NCc1cccnc1)S(=O)(=O)c1cc(Cl)ccc1Cl
-1,O=C(O)/C(=C\c1cccc(O)c1)c1ccc(S(=O)(=O)N2CCCC2)s1
5,CCCCn1c(N)c(N(CCC(C)C)C(=O)c2ccc3c(c2)OCO3)c(=O)[nH]c1=O
4,COC(=O)c1ccccc1Oc1cc(C(F)(F)F)nc(-c2ccccn2)n1
-1,COc1cccc(C(=O)NCCS(=O)(=O)NCCc2ccc(OC)c(OC)c2)c1
2,CCN(CC)CCNC(=O)c1ccc(NC(=O)c2ccc(S(=O)(=O)N(C)c3ccccc3OC)cc2)cc1
1,C[C@H]1CN=C(N(C)C)N1CC1CCCC1
1,Cc1nc(SCc2nc3ccc(C(F)(F)F)cc3[nH]2)c2oc3ccccc3c2n1
1,COc1ccc(N2CC(C(=O)Nc3nc(-c4ccccc4)c(C(C)=O)s3)CC2=O)c(OC)c1 (configuration not stated)
-2,O=C(Cn1[nH]c(=O)c2ccccc2c1=O)N1CCN(S(=O)(=O)c2ccc(Cl)cc2)CC1
2,O=C(COC(=O)c1ccc(OC(F)F)cc1)NCc1cccs1
1,O=C(OCc1cc(=O)n2ccsc2n1)c1ccc(OC(F)F)cc1
1,O=C(COC(=O)c1ccccc1NCCO)Nc1cccc(S(=O)(=O)NC2=NCCCCC2)c1
1,Cc1ccccc1S(=O)(=O)N1C[C@H]2CON(C)[C@H]2C[C@H]1c1cccc(-c2ccccc2)c1
-2,Cc1noc(C)c1COc1ccc(C(=O)N2CCN(c3ccccc3F)CC2)cc1
2,Cc1[nH]c(SCC(=O)Nc2cc(C(N)=O)cc(C(N)=O)c2)nc1Cc1ccccc1
-2,C[C@H](CO)N1C[C@H](C)[C@@H](CN(C)S(=O)(=O)c2ccc(F)cc2)Oc2ccc(NC(=O)NC3CCCCC3)cc2C1=O
3,O=C(Nc1cccc(S(=O)(=O)N2CCCCC2)c1)C1CCCC1
0,Cc1c(NC(=O)COC(=O)c2ncc(Cl)c(Cl)c2Cl)c(=O)n(-c2ccccc2)n1C
-2,O=c1[nH]c(=S)[nH]cc1Oc1ccccc1
0,O=C(CCN1C(=O)C2CCCCC2C1=O)Nc1ccc(Br)cc1F (configuration not stated)
-8,CCc1cc(C(=O)N2CCN(c3ncccn3)CC2)sc1C
4,CCCn1c(=NC(=O)c2ccncc2)c(C#N)cc2c(=O)n3cccc(C)c3nc21
4,COc1cccc(/C=C/C(=O)c2ccc3c(c2)OCO3)c1OC

Additional records:
IDE act,mol
4,O=C(Nc1cc(Cl)ccc1-n1cncn1)c1ccc([N+](=O)[O-])o1
3,O=C(COc1ccc(F)cc1Br)NCC1COc2ccccc2O1 (configuration not stated)
-2,COc1ccc(S(=O)(=O)NCC(c2ccc3c(c2)OCO3)N2CCN(c3ccccc3)CC2)cc1 (configuration not stated)
6,O=C1NCN(C2CCCCC2)CN1
-4,O=C(NC1CCSc2ccccc21)c1cc([N+](=O)[O-])ccc1N1CCOCC1 (configuration not stated)
-4,CCOC(=O)C1=C(C)N=c2s/c(=C/c3ccc(OCC(=O)O)c(OC)c3)c(=O)n2C1c1ccc(Cl)cc1 (configuration not stated)
2,CC(C)[C@H](NS(=O)(=O)c1ccccc1)C(=O)OCC(=O)Nc1cccc(S(N)(=O)=O)c1
-5,CCN(Cc1nc2ccccc2c(=O)[nH]1)C(=O)c1cc(C2CC2)nn1-c1ccccc1
1,N#Cc1cccc(NC(=O)COC(=O)Cn2nc(-c3ccccc3)oc2=O)c1
3,CCCn1c(N)c(C(=O)CSc2nnc(-c3ccoc3C)n2C)c(=O)n(C)c1=O
0,CCN(CC(=O)Nc1c(F)cccc1F)C(=O)CCN1C(=O)c2cccc([N+](=O)[O-])c2C1=O
3,Cc1cccc(CNc2ncnc3ccc(-c4cccnc4)cc23)c1
-2,Cc1ccc(C(=O)c2c3ccc(C(F)(F)F)cc3[n+]([O-])n2CCCC(N)=O)cc1
6,CN(CC(=O)NCC(=O)Nc1ccc(F)cc1)C1CCS(=O)(=O)C1 (configuration not stated)
6,O=C(CN1C(=O)NC(c2ccccc2)(c2ccccc2)C1=O)N1CCN(c2ccc(F)cc2)CC1
3,Cc1c(N(C)S(=O)(=O)c2cccc(C(=O)NCC3CCCO3)c2)c(=O)n(-c2ccccc2)n1C (configuration not stated)

A different layout for 3 compounds above.
> N#Cc1cccc(NC(=O)COC(=O)Cn2nc(-c3ccccc3)oc2=O)c1
  IDE act: 1

> CCCn1c(N)c(C(=O)CSc2nnc(-c3ccoc3C)n2C)c(=O)n(C)c1=O
  IDE act: 3

> CCN(CC(=O)Nc1c(F)cccc1F)C(=O)CCN1C(=O)c2cccc([N+](=O)[O-])c2C1=O
  IDE act: 0

Other compounds
IDE act,mol
-1,O=C1Cc2cc(S(=O)(=O)N3CCNCC3)ccc2N1
4,CC(Oc1ccc(F)cc1)C(=O)Oc1ccc(N(C)S(=O)(=O)c2ccccc2)cc1 (configuration not stated)
-4,O=C(COC(=O)CCS(=O)(=O)c1ccccc1)Nc1cc(S(=O)(=O)N2CCCCC2)ccc1Cl
-3,CCCCN1C(=N)N([C@@H](C)CN2CCC[C@H]2CN2C(N)=NC[C@H]2CC(C)C)C[C@H]1[C@H](C)CC
5,COC(=O)c1ccc(COC(=O)c2ccc(C)c(S(=O)(=O)N3CCCCC3)c2)cc1
1,S=C(NCCc1ccccc1)N1CCCC1
8,CC(=O)c1ccc(NC(=O)C(C)Sc2nnc(C3CC3)n2C2CC2)cc1 (configuration not stated)
1,CCOc1ccc(C(=O)COC(=O)c2nc3nccc(C)n3n2)cc1
9,CC(C)C[C@@H]1CN=C(N)N1C[C@@H]1CCCN1C[C@H](C)N1C[C@@H](Cc2ccccc2)N(CCc2ccc(Cl)c(Cl)c2)C1=N
-7,CC(C(=O)N1CCCCC1)N1CCN(S(=O)(=O)c2ccc(Cl)cc2)CC1 (configuration not stated)
1,CCN(c1ccccc1)S(=O)(=O)c1ccc2c(c1)OCCO2
2,CCOc1ccc(C(=O)NCC(=O)Nc2ccc3c(c2)OCO3)cc1OCC
7,CC1CCC(NS(=O)(=O)c2ccc(Cl)nc2)CC1 (configuration not stated)
1,O=C(CSc1nnc2ccc(-c3cccnc3)nn12)Nc1ccccc1
7,O=C1CCC([N+](=O)[O-])C(C2CC=CCC2)N1 (configuration not stated)
-2,Cc1c(Cl)cccc1NC(=O)CNC(=O)c1ccc2c(c1)OCCO2
1,Cc1cc(NC(=O)C(C)Sc2nnc(NCc3ccco3)s2)no1 (configuration not stated)
6,CCN(CC)C(=O)[C@H]1CC(CC(=O)NCCCN(C)C)C(=O)N2CCc3c([nH]c4ccc(OC)cc34)[C@]12C (some centres not stated)
-1,C[C@H]1COC(=O)[C@H](Cc2ccc(F)cc2)C/C=C\C[C@@H](CC(=O)NCCO)C(=O)N1
2,C[C@@H]1CN([C@H](C)CO)C(=O)c2cc(NC(=O)C3CCCCC3)ccc2O[C@@H]1CN(C)Cc1ccc(C(F)(F)F)cc1
-3,Cc1ccc(NC(=O)Cn2c(=O)cnc3ccccc32)cc1S(=O)(=O)N1CCCCC1
